Bim-Mcl-1: inhibitors of Bim-Mcl-1 interaction, human; Q07820; Bead-based flow cytometry, Bim peptide-Mcl-1 binding; 190,000 tested, 0.1% active; inhibition, % at 10 µM; in the data active = inhibition above about 40%;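 note: 0% = no compound tracer wells and 100% = peptide blocker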
Target sequence (Q07820 whole entry, looked up): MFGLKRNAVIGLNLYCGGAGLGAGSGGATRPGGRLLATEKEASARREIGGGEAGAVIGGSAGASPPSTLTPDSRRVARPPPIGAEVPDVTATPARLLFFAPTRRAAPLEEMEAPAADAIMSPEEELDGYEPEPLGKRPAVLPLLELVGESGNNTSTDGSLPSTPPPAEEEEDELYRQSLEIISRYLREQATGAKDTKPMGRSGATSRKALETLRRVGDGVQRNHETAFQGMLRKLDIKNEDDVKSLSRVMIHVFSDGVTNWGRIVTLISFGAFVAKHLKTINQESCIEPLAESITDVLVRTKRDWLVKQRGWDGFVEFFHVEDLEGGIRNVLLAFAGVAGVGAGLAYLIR
Avidin fluor: compound fluoresces at 488/530 nm on avidin beads. compound fluorescence 488/530 nm, flow cytometry; hits give high values. fluorescence (KMESF) at 10 µM. 220,000 tested, 0.38% active. AID 1775; in the data active = fluorescence above about 47; note: inactives centre near 10
Pf gametocyte: inhibitors of late stage P. falciparum gametocyte viability | inhibition, % at 10.9 µM | P. falciparum stage V gametocytes, ATP luminescence, 24 h | 150,000 tested, 0.065% active | AID 743093;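 active = inhibition above the mean plus 3 SD of compounds within the control limits, set per campaign, cut at about 38% in these data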;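 note: 0% = DMSO wells and 100% = medium only without gametocytes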
Cdc42 wt GTP: modulators (inhibitors or activators) of GTP binding to human Cdc42 wildtype; P60953; GST-Cdc42 beads, Bodipy-GTP binding, flow cytometry; actives lie on both sides; percent activity (GTP binding), % at 10 µM; 190,000 tested, 0.2% active; AID 761;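 active = percent activity GTP binding at least 20 points away from the 100% baseline, either down as inhibitor or up as activator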;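 note: median bead fluorescence of bound Bodipy-FL-GTP at 100 nM; 0% = excess unlabeled GTP control and 100% = no compound control; below 100% means less GTP binding so inhibitor and above means activator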
Target sequence (P60953 whole entry, looked up): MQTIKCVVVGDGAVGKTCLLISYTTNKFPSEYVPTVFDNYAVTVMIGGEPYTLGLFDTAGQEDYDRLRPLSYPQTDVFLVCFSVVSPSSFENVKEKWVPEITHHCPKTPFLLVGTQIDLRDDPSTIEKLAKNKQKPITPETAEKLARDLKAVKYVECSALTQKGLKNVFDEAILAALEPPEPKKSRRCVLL
Rab2A wt mod: changes GTP binding to wildtype dog Rab2A, up or down | GST-Rab2 wt beads, Bodipy-GTP binding, flow cytometry | GTP binding activity, % at 10 µM | 190,000 tested, 0.19% active | AID 760;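 active = GTP binding activity at least 20 points away from 100%, either lowered or raised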;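 note: 0% = beads with excess unlabeled GTP and 100% = no-compound control corrected for plate trend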
Rac1 wt modul: alters GTP binding to wildtype human Rac1. P63000. GST-Rac1 beads, fluorescent GTP binding, flow cytometry; actives lie on both sides; 0 = cold GTP competed, 100 = untreated. GTP binding activity (% of control), % at 10 µM. 190,000 tested, 0.27% active. AID 757;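 active = GTP binding activity at least 20 points away from the 100% control level, either lower or higher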
Rac1 act GTP bind: human Rac1 activated mutant GTP binding change; P63000; GST-Rac1 activated beads, fluorescent GTP binding, flow cytometry; actives lie on both sides; 100% means binding = to untreated wells; percent activity (GTP binding), % at 10 µM; 190,000 tested, 0.11% active; AID 764;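 active = GTP binding at least 20 percentage points away from the 100% baseline, in either direction, so actives lie on both sides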
HRas wt GTP bind: human HRas wildtype GTP binding, change in either direction; P01112; GST-Ras wt beads, Bodipy-FL-GTP binding, flow cytometry; actives lie on both sides; GTP binding activity, % at 10 µM; 190,000 tested, 0.14% active;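 active = GTP binding activity at least 20% away from the 100% baseline, either lowered as inhibitor or raised as activator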;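 note: 0% = unlabeled GTP competition control and 100% = no-compound control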
Target sequence (P01112 whole entry, looked up): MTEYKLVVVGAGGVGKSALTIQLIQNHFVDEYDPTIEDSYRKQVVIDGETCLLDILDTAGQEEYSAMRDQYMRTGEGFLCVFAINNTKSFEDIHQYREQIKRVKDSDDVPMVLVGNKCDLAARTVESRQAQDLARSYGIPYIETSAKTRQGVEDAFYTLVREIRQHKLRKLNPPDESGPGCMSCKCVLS
Mcl1-Bid inh: Mcl-1/Bid interaction inhibition. Q07820. TR-FRET Mcl-1/Bid-Dy647 peptide binding, 1536-well. inhibition, % at 21.7 µM. 220,000 tested, 0.97% active;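 active = compounds that cut the binding signal by more than half at the single screening dose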;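 note: His-tagged Mcl-1 with europium anti-His antibody binding Bid BH3 peptide; 0% = Mcl-1 plus peptide wells and 100% = peptide-only wells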
Mcl1-Noxa inh: disrupts binding of human Mcl-1 to Noxa peptide; TR-FRET Mcl-1/Noxa peptide binding, 2 h; inhibition, % at 21.7 µM; 220,000 tested, 1.5% active; Q07820;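 active = compounds that cut the protein-peptide binding signal by more than 50% relative to plate controls in a single-dose test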;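 note: His-tagged Mcl-1 with rhodamine Noxa BH3 peptide and terbium anti-His antibody; 0% = Mcl-1 plus Noxa peptide wells and 100% = peptide-only wells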
Rab7 wt GTP bind: modulators of GTP binding to dog Rab7 wildtype GTPase | 190,000 tested, 0.055% active | GTP binding activity (percent of control), % at 10 µM | GST-Rab7 beads, fluorescent GTP binding, flow cytometry; actives lie on both sides; untreated = 100%, excess cold GTP = 0%;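 active = fluorescent GTP binding to Rab7 beads changed by at least 20 points from the 100% baseline, either direction, mostly lower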;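 note: median green fluorescence of bound Bodipy-FL-GTP per Rab7 bead population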
An asterisk follows results filed as active; · = not tested or not shown.

#	smiles	Bim-Mcl-1	Avidin fluor	Pf gametocyte	Cdc42 wt GTP	Rab2A wt mod	Rac1 wt modul	Rac1 act GTP bind	HRas wt GTP bind	Mcl1-Bid inh	Mcl1-Noxa inh	Rab7 wt GTP bind
1	COc1ccc(CCN2C(=O)N(c3ccc(OC)cc3)C(=O)C2CC(=O)Nc2ccccc2)cc1 (centres undefined)	0.0	13	-1.1	99.0	96.0	100.0	98.0	98.0	5.4	18.6	104.0
2	O=C(COc1ncnc2ccccc12)NCc1ccc2c(c1)OCO2	0.0	4	·	99.0	100.0	100.0	97.0	97.0	-13.9	4.4	101.0
3	CCCCOC(=O)c1ccc(NC(=O)c2ccccc2OC)cc1	5.0	2	-1.4	96.0	99.0	108.0	102.0	103.0	3.5	-0.4	100.0
4	CCOC(=O)C1C(=O)C=C(c2ccc([N+](=O)[O-])cc2)CC1c1ccccc1 (centres undefined)	4.0	10	·	98.0	99.0	98.0	95.0	98.0	4.4	-91.1	99.0
5	CCC(=O)Nc1cccc(NC(=O)CSc2nnnn2Cc2ccccc2)c1	-1.0	32	·	101.0	95.0	97.0	97.0	100.0	-15.5	1.6	97.0
6	CCNC(=O)CN(CCc1ccccc1)S(C)(=O)=O	0.0	13	·	105.0	99.0	107.0	101.0	101.0	-122.7	-66.5	100.0
7	COc1cc(NC(=O)c2ccnn2C)c(OC)cc1Cl	0.0	10	-3.9	111.0	96.0	93.0	95.0	98.0	-28.4	3.1	105.0
8	Cc1csc(NC(=O)CSc2nc3ccccc3s2)n1	-8.0	12	·	99.0	100.0	103.0	98.0	100.0	-16.0	-1.1	100.0
9	O=C(c1ccco1)N1CCN=C1SCc1ccccc1Cl	0.0	6	·	102.0	101.0	103.0	100.0	104.0	-16.3	-10.7	102.0
10	COc1ccccc1NS(=O)(=O)c1cc(C(=O)NCCC(C)C)ccc1F	-1.0	10	10.1	93.0	96.0	102.0	95.0	97.0	-27.5	7.8	95.0
11	Cc1ccc(Oc2ncnc(N)c2[N+](=O)[O-])cc1C	-4.0	9	·	97.0	97.0	97.0	94.0	98.0	10.2	5.1	105.0
12	CCc1nnc(NC(=O)CSc2nnc(-c3ccccc3O)n2-c2ccc(C)cc2C)s1	0.0	27	·	87.0	90.0	92.0	90.0	91.0	7.1	15.7	94.0
13	Cc1oc2c(cc(NS(=O)(=O)c3cccs3)c3ccccc32)c1C(=O)OC(C)C	0.0	4	5.0	98.0	95.0	105.0	96.0	100.0	-20.7	1.3	98.0
14	O=C(COc1ccc(CO)cc1Cl)Nc1ccc(F)cc1	-5.0	11	·	102.0	98.0	102.0	101.0	99.0	-12.7	-4.0	101.0
15	CC(C)(C)c1ccc(NC(=O)NCc2ccco2)cc1	0.0	27	·	97.0	99.0	99.0	98.0	98.0	-5.3	-11.3	99.0
16	COc1ccc(NC(=O)Cn2c(-c3ccccc3)cn(-c3ccc(C)cc3)c2=O)cc1	-4.0	12	·	103.0	100.0	105.0	101.0	100.0	-24.2	-0.6	102.0
17	Cc1nn(-c2ccccc2)c(C)c1/C=C/C(=O)OC(C)C(N)=O (centres undefined)	-1.0	6	-11.5	104.0	101.0	104.0	99.0	101.0	8.3	-5.1	103.0
18	COc1ccc(/C=N/NC(=O)c2nn(-c3ccc(C)c(C)c3)c(=O)c3ccccc23)cc1	-3.0	6	-10.4	103.0	102.0	103.0	99.0	102.0	4.6	5.1	101.0
19	CCOC(=O)c1cc(CC)sc1NC(=O)c1ccc([N+](=O)[O-])c(N2CCOCC2)c1	3.0	2	15.1	99.0	98.0	106.0	98.0	96.0	2.4	-3.1	96.0
20	Cc1cc(C)c(NC(=O)/C=C\C(=O)O)c([N+](=O)[O-])c1	0.0	13	·	99.0	102.0	99.0	99.0	101.0	-12.2	22.4	95.0
21	CC1CCCCN1S(=O)(=O)c1ccc(N(C(=O)c2cnccn2)C(C(=O)NC2CCCCC2)c2cccs2)cc1 (centres undefined)	-2.0	12	5.2	98.0	101.0	112.0	102.0	102.0	-28.5	5.8	103.0
22	CCCC(=O)c1cn(CC(=O)OC)c2ccccc12	-2.0	8	·	102.0	102.0	100.0	100.0	102.0	-4.0	4.3	102.0
23	Nc1cc(-c2cccc(Br)c2)nn1Cc1ccccc1	0.0	2	-14.5	99.0	98.0	100.0	103.0	99.0	-2.1	12.7	102.0
24	O=C(Nc1ccc(N2CCN(C(=O)c3ccco3)CC2)cc1)c1ccco1	0.0	10	5.7	95.0	94.0	96.0	95.0	96.0	-52.9	-1.6	92.0
25	COc1ccc(CC(=O)NC(C)c2nnc(SCCOc3ccc(OC)cc3)n2C)cc1 (centres undefined)	-5.0	13	30.4	103.0	103.0	102.0	97.0	104.0	-9.5	1.8	105.0
26	O=C(c1cncc(Br)c1)N1CCCc2ccccc21	-5.0	15	11.6	102.0	102.0	104.0	97.0	102.0	-14.9	8.7	103.0
27	CCCC(=O)Nc1nc(C)c(-c2csc(Nc3ccc(Cl)cc3)n2)s1	1.0	8	-20.1	92.0	90.0	92.0	93.0	92.0	-30.7	16.4	93.0
28	COc1ccccc1N1CCN(C(=O)Cc2cccs2)CC1	0.0	13	-13.5	103.0	103.0	107.0	98.0	103.0	-38.4	2.3	105.0
29	CCN(CC)S(=O)(=O)c1cc(NS(=O)(=O)c2c(Cl)cccc2Cl)ccc1C	-3.0	2	-34.8	97.0	97.0	98.0	95.0	95.0	-13.8	12.9	97.0
30	CCC(C)N1CNc2c(c(=O)[nH]c(=S)n2-c2cccc(C)c2)C1 (centres undefined)	-8.0	4	4.0	96.0	98.0	100.0	98.0	98.0	-77.3	13.3	101.0
31	COc1ccccc1NC(=O)CN1CC(=O)Nc2ccccc21	-1.0	29	7.0	94.0	98.0	93.0	94.0	93.0	-52.1	-11.5	98.0
32	Cn1c(Cc2ccccc2)nnc1SCC(=O)Nc1ccc2c(c1)OCCO2	-3.0	8	·	108.0	104.0	112.0	100.0	106.0	-14.0	7.3	106.0
33	Cc1cccc(C)c1NC(=O)CSc1nnc(Cn2nnc(-c3ccccc3)n2)n1-c1ccccc1	-1.0	35	2.8	100.0	98.0	104.0	99.0	99.0	10.5	-83.6	98.0
34	CNC(=S)N/N=C(\C)c1cccc([N+](=O)[O-])c1	-1.0	6	-1.9	101.0	95.0	100.0	94.0	96.0	-42.9	8.4	99.0
35	CN(C(=O)COC(=O)c1cn(-c2ccccc2)nc1-c1ccccc1)C1CCS(=O)(=O)C1 (centres undefined)	1.0	13	·	93.0	92.0	95.0	94.0	93.0	-2.3	7.0	93.0
36	C/C(=N/Oc1nc(C)cc(C)n1)c1ccc(Br)cc1	-1.0	8	6.5	97.0	98.0	99.0	100.0	98.0	-0.4	-1.5	98.0
37	CC(=O)c1ccc(NC(=O)N2CCCC(C(=O)c3ccc4c(c3)OCO4)C2)cc1 (centres undefined)	-2.0	5	10.4	100.0	99.0	100.0	98.0	96.0	-37.3	9.8	101.0
38	COCCCN(CC(=O)Nc1ccc(N2CCOCC2)cc1)S(=O)(=O)c1ccccc1	0.0	9	0.4	98.0	95.0	95.0	94.0	96.0	-43.4	7.4	93.0
39	CCCCOc1ccc(N(CC(=O)NC(C)(C)CC)C(=O)CCC(=O)Nc2ccccn2)cc1	0.0	12	4.8	98.0	95.0	99.0	96.0	96.0	-27.9	3.8	97.0
40	CN(c1ccccc1)S(=O)(=O)c1cc(C(=O)Nc2nc3ccccc3[nH]2)ccc1Cl	22.0	6	·	99.0	94.0	97.0	96.0	95.0	-37.9	-59.6	95.0
41	COc1ccc(-n2c(C)cc(C(=O)Cn3nnc4ccccc4c3=O)c2C)cc1	2.0	3	·	95.0	93.0	95.0	94.0	95.0	-123.7	5.5	95.0
42	CCOCCCNC(=S)N1CCN(Cc2ccco2)CC1	1.0	10	-0.5	94.0	99.0	97.0	95.0	98.0	7.7	9.1	104.0
43	O=C(CCSCCc1ccccn1)Nc1cc(F)ccc1F	-4.0	11	·	105.0	98.0	106.0	101.0	101.0	-21.5	11.4	99.0
44	O=C(CC(C(=O)O)P(=O)(c1ccccc1)c1ccccc1)c1ccccc1 (centres undefined)	0.0	9	-49.6	95.0	97.0	97.0	96.0	96.0	-3.3	-9.8	102.0
45	Cc1c(C(=O)NCCn2ccc3ccccc32)cccc1[N+](=O)[O-]	-4.0	·	·	96.0	94.0	96.0	91.0	94.0	-21.5	1.8	98.0
46	CC1=C(C)CC(C(=O)NNC(=O)c2cccc(Cl)c2)C(C(=O)O)C1 (centres undefined)	-2.0	3	13.5	96.0	94.0	101.0	99.0	95.0	-79.2	0.7	94.0
47	CCn1cc([N+](=O)[O-])c(C(=O)Nc2c(C)nn(Cc3cccc(F)c3)c2C)n1	0.0	3	18.6	97.0	99.0	104.0	97.0	101.0	-14.0	-0.7	101.0
48	ONC(=Nc1ccc(Cl)cc1)c1ccccc1Cl	-1.0	11	-1.1	102.0	97.0	106.0	100.0	100.0	-0.6	2.2	98.0
49	Cc1c(F)cccc1NS(=O)(=O)c1ccc2c(c1)c(=O)n(C)c(=O)n2C	1.0	28	-28.7	97.0	100.0	93.0	97.0	100.0	1.6	15.7	107.0
50	O=C(O)c1c[nH]c2c(C(F)(F)F)cccc2c1=O	-1.0	8	15.2	101.0	100.0	105.0	99.0	101.0	53.4*	6.9	100.0
51	CCN(CC)S(=O)(=O)c1ccc(NC(=O)c2cccc3c2C(=O)N(CCOC)C3)cc1	-4.0	18	·	99.0	98.0	99.0	99.0	98.0	-24.0	11.9	99.0
52	O=C(N/N=C/c1ccc(N2CCOCC2)o1)c1cccc(F)c1	-4.0	5	·	101.0	95.0	101.0	93.0	97.0	-16.5	4.8	97.0
53	Cc1ccccc1N1CC(C(=O)O)CC1=O (centres undefined)	-1.0	11	5.1	98.0	100.0	102.0	96.0	97.0	-9.6	16.5	101.0
54	Cc1c(Cl)c([N+](=O)[O-])nn1CCCC(=O)Nc1cccc(O)c1	0.0	15	-3.0	96.0	94.0	95.0	93.0	93.0	-21.3	15.1	92.0
55	COc1ccc(CCNC(=O)CCCn2c(SCC(N)=O)nc3cc4c(cc3c2=O)OCO4)cc1OC	-7.0	20	·	94.0	95.0	95.0	91.0	91.0	12.5	15.9	99.0
56	Cc1ccc(NC(=O)Nc2cc(Cl)ccc2C2COC(=O)C2=N)cc1 (centres undefined)	-5.0	8	2.7	93.0	100.0	96.0	95.0	98.0	-7.6	-11.4	96.0
57	Cc1ccc(-c2ccc(CCC(=O)O)n2NC(=O)c2ccco2)cc1	-1.0	18	·	100.0	98.0	98.0	97.0	98.0	-54.1	-14.1	101.0
58	Cc1cc(C(=O)Cn2cncn2)c(C)n1CCc1ccc(F)cc1	-4.0	40	·	100.0	102.0	101.0	100.0	103.0	-36.2	12.1	103.0
